LDHA block = inhibitors of human lactate dehydrogenase A; P00338; purified LDHA, NADH/diaphorase-resazurin fluorescence; stronger effect = lower value; activity change, % (values are at about 110 or 230 µM); 480,000 compounds, 0.15% hits; AID 1347041; in the data active = activity change below about -30%;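 note: plate controls were DMSO wells for no effect and wells without enzyme for full effect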
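Remaining NADH was detected by diaphorase (0.133 mg/mL) converting 37 µM resazurin to fluorescent resorufin, read at 0 and 20 minutes. The preceding 5-minute room-temperature reaction used 2 nM LDHA, 0.2 mM sodium pyruvate and 0.06 mM NADH at pH 7.4.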
* = called active by the depositor. An excerpt. The share of hits here may be higher or lower than overall.

LDHA block | Structure
0 | O=C(/C=C/c1c(Cl)cccc1Cl)c1ccc(O)cc1
2 | Cc1cc(C(=O)CSc2nnc(C(C)Oc3ccc(F)cc3)o2)c(C)n1C1CC1 (stereo not drawn)
16 | COc1ccc(Cc2cnc(NC(=O)c3cc(=O)c4cc(C)ccc4o3)s2)cc1
2 | Cc1ccc(Cn2c(=O)c3ccc(C(=O)NC(C)C)cc3n3c(=O)[nH]nc23)cc1
-6 | O=C(Nc1ccc(Cl)cc1)c1cc2cc(Cl)ccc2[nH]1
10 | CC(C)(C)OC(=O)N1Cc2ccccc2C[C@H]1C(=O)NCC(=O)Nc1ccc2c(c1)OCO2
3 | COCCOc1cccc(F)c1C(=O)/C=C/c1ccc(C#N)cc1
-7 | N#C/C(=C\c1ccc(-c2ccccc2)o1)c1nc2ccccc2[nH]1

Remaining list, next part
LDHA block | Structure
-9 | CNC(=O)C(C)OC(=O)c1nn(-c2ccccc2)c(=O)c2ccccc12 (stereo not drawn)
17 | O=C(Nc1ccccc1)C1CCCN(S(=O)(=O)Cc2ccccc2Cl)C1 (stereo not drawn)
11 | COc1cc(OC)c(C2=CCN(S(=O)(=O)N3CCCC(C)C3)CC2)c(OC)c1 (stereo not drawn)
-3 | O=C(NCCCN1CCOCC1)c1c(-c2ccccc2)oc2c1C(OCCCCCO)CCC2 (stereo not drawn)
-1 | Cc1ccc(C(=O)c2ccccc2C(=O)OCc2c(Cl)cccc2Cl)cc1
7 | COC(=O)[C@H](C)NC(=O)Nc1ccc2oc(-c3cccnc3)nc2c1
-5 | O=C1NC[C@H](CCCCN2C[C@H](Cc3ccc(O)cc3)N(CCc3ccc(O)cc3)C(=O)C2=O)N(Cc2ccccc2)C1=O
1 | CCOCCn1c(N2CCN(Cc3ccc(C)cc3)CC2)nc2c1c(=O)[nH]c(=O)n2C

Further compounds follow:
LDHA block | Structure
-3 | O=Cc1cc2ccccc2nc1Sc1ccc(Cl)cc1
-9 | CCN1CCN(CC2CCCN2)CC1 (stereo not drawn)
28 | CCCc1nc2ccccc2c(C(=O)OCC(=O)NC(C)C(C)C)c1CC (stereo not drawn)
1 | CC1CCN(C(=O)C2CCN(C(=O)c3ccc4cc[nH]c4c3)CC2)CC1
1 | CC(C)N(CCNC(=O)c1cc2cc(F)ccc2[nH]1)C(C)C
15 | CCCOC(=O)c1c[nH]c2ccccc12
6 | O=C(/C=C/c1ccc(-c2ccccc2)cc1)c1ccccc1
-8 | COc1ccccc1N1CCN(c2nccnc2SCC(=O)Nc2cccc(Cl)c2C)CC1

(further entries)
LDHA block | Structure
7 | CCSc1sc(CC)cc1C(C)=O
6 | COC(=O)c1cc(C(C)C)sc1NC(=O)c1ccccc1Cl
-7 | O=C(Nn1cnnc1)c1ccccc1Br
2 | CCC(C)Sc1ccc(N)c(C(F)(F)F)c1 (stereo not drawn)
0 | COc1ccc(-c2ocnc2C(=O)Nc2cc(C)ccc2C)cc1
-6 | CC(C)NC(=O)C1(C)CSCC(=O)N1C1CCN(Cc2ccccc2)CC1 (stereo not drawn)
2 | C=CCNc1nc2c(c(=O)n(C)c(=O)n2C)n1CCC(C)C
2 | CSC(=S)NN=C1CCCCC1

Continuation.
LDHA block | Structure
12 | CCCOc1ccc(C(=O)CCC(=O)OCC(=O)Nc2c(C)cc(C)cc2Cl)cc1
8 | CN1CCN(c2cccc(CNc3nn4c(=O)c5ccccc5nc4s3)c2)CC1
3 | c1ccc(SC(Sc2ccccc2)=C(Sc2ccccc2)Sc2ccccc2)cc1
3 | Cc1ccc2oc(C(=O)OCc3ccccc3)cc(=O)c2c1
9 | Cc1ccc(Oc2ccc(C(=O)O)cc2)cc1C
2 | COC(=O)[C@]12CCCCC=C1N(CCC1=CCCCC1)C(=O)[C@H](CC(=O)NCCC(C)C)C2
0 | CCN1CCN(C(c2ccccc2)c2c(O)cc(C)n(CC)c2=O)CC1 (stereo not drawn)
9 | Cc1c(Cc2ccccc2)c(=O)oc2cc(OCC(=O)O)ccc12

Continuation.
LDHA block | Structure
-2 | Cn1nc(CC(=O)Nc2ccc(Cl)c(Cl)c2)c2ccccc2c1=O
-5 | CCCc1cc(NCc2cccnc2)n2ncc(-c3ccccc3)c2n1
-4 | CCOc1ccc(-n2cnc3scc(-c4ccc(Br)cc4)c3c2=O)cc1
-9 | O=C(CCCc1nc2ccccc2o1)NCc1ccccc1Cl
-6 | CCOc1nc2ccccc2nc1N1CCC(C(=O)Nc2ccc(C(C)=O)cc2)CC1
-37* | Cc1cc(=O)n2c(n1)NC(Nc1ccc(F)cc1)=NC2c1cccs1 (stereo not drawn)
7 | C=CCN(Cc1ccc(OC)cc1)C(=O)Cc1nn(C)c(=O)c2ccccc12
1 | C=CCOc1cccc(NC(=O)c2ccco2)c1

3 records picked at random from the list so far, as already listed:
LDHA block | Structure
-9 | O=C(CCCc1nc2ccccc2o1)NCc1ccccc1Cl
7 | C=CCN(Cc1ccc(OC)cc1)C(=O)Cc1nn(C)c(=O)c2ccccc12
-6 | CCOc1nc2ccccc2nc1N1CCC(C(=O)Nc2ccc(C(C)=O)cc2)CC1

Sorted by value in LDHA block (ascending): some entries from above.
LDHA block | Structure
-37* | Cc1cc(=O)n2c(n1)NC(Nc1ccc(F)cc1)=NC2c1cccs1 (stereo not drawn)
-6 | CCOc1nc2ccccc2nc1N1CCC(C(=O)Nc2ccc(C(C)=O)cc2)CC1
-2 | Cn1nc(CC(=O)Nc2ccc(Cl)c(Cl)c2)c2ccccc2c1=O

(further entries)
LDHA block | Structure
17 | Cc1cc(NC(=O)COc2cccc(Cl)c2)n(C)n1
-6 | CCCCCCCCN1C(=O)[C@H](CC(=O)NCc2ccccc2)C[C@@]2(C(=O)OCC)CCC=C12
-24 | O=Cc1c(-c2ccccc2)c(C=O)n2ccccc12
-1 | O=C(CSCc1ccccc1)NNC(=S)NC1CC1
10 | N#Cc1ccc(-c2ccc(OCC(=O)NC34CC5CC(CC(C5)C3)C4)cc2)cc1
-2 | CC(Sc1ncnc2nc[nH]c12)C(=O)NCCc1c[nH]c2ccccc12 (stereo not drawn)
10 | O=C(O)c1ccc(Sc2ccccc2C(=O)O)c([N+](=O)[O-])c1
5 | COc1ccccc1-n1[nH]c(C)c(Cc2ccc(Cl)cc2)c1=O

The listing continues.
LDHA block | Structure
-8 | Cc1cccc(C)c1NC(=O)C1(C)CN(S(C)(=O)=O)CC(=O)N1CC(F)(F)F (stereo not drawn)
6 | COC(=O)[C@H](C)NC(=O)C12CC3CC(CC(C3)C1)C2
-3 | O=C1NC[C@@H](CCCCN2C[C@H](Cc3ccccc3)N(CC3CCCCC3)C(=O)C2=O)N(CC2CCCCC2)C1=O
9 | COc1ccc(Nc2nc(C(=O)OCC(=O)c3ccc(F)cc3)cs2)cc1
3 | COc1ccc(-n2nnnc2SCc2cc(=O)oc3cc(O)ccc23)cc1
1 | COC(=O)C1=CN(Cc2cccs2)C=C(C(=O)OC)C1c1ccc(Cl)c(F)c1
-1 | Cc1ccc(NC(=O)C(=O)c2c(C)n(C)c3ccccc23)cc1F
-3 | CCCN1CCC(NS(=O)(=O)c2cccc3cc(C)cnc23)CC1

LDHA block: what is marked active above
LDHA block | Structure
-37* | Cc1cc(=O)n2c(n1)NC(Nc1ccc(F)cc1)=NC2c1cccs1 (stereo not drawn)

Next part:
LDHA block | Structure
6 | CCNc1c(NC(=O)NCCc2ccccc2)c(=O)oc2ccccc12
-2 | C=CCOc1cccc(NC(=O)C2CC2)c1
-4 | Cc1cc(C)[nH]c(=S)n1
8 | O=C(Nc1ncn[nH]1)c1cccc(S(=O)(=O)N2CCCCCC2)c1
5 | Cc1ccc(Cl)c2c(C=O)c(C(C)(C)C)[nH]c12
0 | CC(C)C(=O)Nc1ccc(Br)c(Cl)c1
1 | O=C(CC1(C(=O)O)CCCCC1)Nc1ccccc1CO
0 | Cc1cccc(C)c1N1CCN(C(c2cc3ccccc3o2)c2nnnn2C(C)(C)C)CC1 (stereo not drawn)

Later entries:
LDHA block | Structure
-12 | O=C(O)C12CC3C4C5CC(C6C5C3C61)C42 (stereo not drawn)
11 | Cc1cccc(OCc2nc(C#N)c(NCCCN3CCOCC3)o2)c1
8 | Cc1nc(CCNC(=O)c2c[nH]c3ccccc23)cs1
-2 | CN(Cc1ccccc1)C(=O)c1ccc(-c2ccsc2)cc1
-3 | Cc1cccc(NC(=O)c2ccccc2NC(=O)CC23CC4CC(CC(C4)C2)C3)c1
11 | O=C(N(Cc1cccs1)c1cccc(C(F)(F)F)c1)C12CC3CC(CC(C3)C1)C2
-2 | O=C(O)CCCc1ccc(Cl)c(Cl)c1
6 | CNC(=S)NN=C1CCC(c2ccccc2)CC1 (stereo not drawn)

(listing goes on)
LDHA block | Structure
-1 | Brc1ccc(C2=Nn3c(nnc3-c3cnccn3)SC2)cc1
0 | Cc1nc(SC(C)c2ccc(Cl)cc2)sc1CC(N)=O (stereo not drawn)
-1 | NC(=O)C1CCN(c2ncc(-c3cccc(F)c3)s2)CC1
8 | O=C1c2ccccc2NC(c2cnn(-c3ccccc3)n2)N1c1ccccc1 (stereo not drawn)
0 | O=C(Nc1ccccc1C(F)(F)F)C12CC3CC(CC(C3)C1)C2
6 | C=CCNC(=S)N/N=C1/C=C(C)CC(C)(C)C1
3 | COc1ccc(C2=NN3C(=O)c4ccccc4C3C2)cc1 (stereo not drawn)
20 | O=C(Nc1ccc2ncccc2c1)c1cc2cc(F)ccc2[nH]1

The list continues.
LDHA block | Structure
8 | COc1cc(/C=C2/NC(=O)NC2=O)ccc1OCc1ccccc1F
9 | O=C(c1ccc(Br)cc1)N(C1CCCCC1)C1CCCCC1
13 | Cc1ccc(NC(=O)C2(C#N)CCCC2)c(C)c1
0 | CNC(=O)c1ccc(OCc2nnc(C(C)(C)C)o2)cc1
-3 | CCC(C)NC(=O)C1CC2CCC1C2 (stereo not drawn)
19 | O=C1NC(c2ccccc2)Nc2sc3c(c21)CCN(Cc1ccccc1)C3 (stereo not drawn)
-9 | C/C(=N/Nc1cc(C)c2ccccc2n1)c1cccs1
-2 | COc1ccccc1CN1C(=O)CN(S(C)(=O)=O)CC1(C)C(=O)NCc1ccccc1 (stereo not drawn)

Molecules listed so far with two or more sulfur atoms (five):
LDHA block | Structure
7 | CCSc1sc(CC)cc1C(C)=O
2 | CSC(=S)NN=C1CCCCC1
3 | c1ccc(SC(Sc2ccccc2)=C(Sc2ccccc2)Sc2ccccc2)cc1
-1 | O=C(CSCc1ccccc1)NNC(=S)NC1CC1
0 | Cc1nc(SC(C)c2ccc(Cl)cc2)sc1CC(N)=O (stereo not drawn)

Further entries
LDHA block | Structure
5 | Cc1c(C(=O)c2ccccc2)oc2ccc(F)cc12
-9 | CCCN1CNc2c(c(=O)[nH]c(=S)n2CCc2cc(C)cc(C)c2)C1
6 | CC(=O)c1ccc(C(=O)N(C)C(C)c2ccc(Cl)cc2)s1 (stereo not drawn)
10 | NC(=O)c1c(NC(=O)Cc2coc3cc4c(cc23)CCC4)sc2c1CCCC2
10 | O=C1c2ccccc2C(c2nnnn2-c2ccc3c(c2)OCCO3)N1Cc1cccnc1 (stereo not drawn)
0 | CCC(CO)NS(=O)(=O)c1ccc(Cl)c(C)c1Cl (stereo not drawn)
1 | Cc1ccc2c(CSc3nnnn3C(C)(C)C)cc(=O)oc2c1
-11 | CCCCNC(=S)Nc1cc(C)ccc1F

(listing goes on)
LDHA block | Structure
4 | CCCCNC(=O)COC(=O)CSc1nc2ccccc2o1
3 | CCN(CC)S(=O)(=O)c1ccc(N/N=C(/C)c2cccs2)c([N+](=O)[O-])c1
-1 | NS(=O)(=O)c1ccc(N/N=C/C2CCCCC2)c([N+](=O)[O-])c1
-7 | CC(C)NC(=O)C1(C)CN(S(C)(=O)=O)CC(=O)N1CC(F)(F)F (stereo not drawn)
10 | CC(NC(=O)C12CC3CC(CC(C3)C1)C2)c1cccs1 (stereo not drawn)
11 | CC(Cl)C(=O)NC(=O)NCc1ccccc1 (stereo not drawn)
6 | O=C(CSc1nc(=O)n(Cc2ccccn2)c2c1CCC2)NC1CCCC1
3 | Cc1ccc(-c2nc(CS(=O)CC(=O)N(C)C3CCCCC3)cs2)cc1 (stereo not drawn)

Next part
LDHA block | Structure
-3 | O=S(=O)(NC1=NCN(Cc2ccco2)CN1)c1ccccc1
8 | COc1ccc(C)cc1NC(=O)C(=O)c1c[nH]c2ccccc12
-9 | COc1ccc(-c2nnc(SCC(=O)N3CCC(c4ccccc4)=N3)o2)cc1
-7 | Cn1c(SCc2nc3ccccc3c(=O)[nH]2)nnc1-c1cccnc1
0 | CCc1ccc2oc(=O)cc(CN3CCC4(CC3)OCCO4)c2c1
6 | O=C(Nc1nc2c(s1)CCCCC2)c1ccc(Cl)cc1
0 | Cc1nc(SC(C)c2cccc(Cl)c2)sc1CC(N)=O (stereo not drawn)
1 | Clc1ccc(-c2nc(-c3ccncc3)no2)cc1

Remaining list, next part
LDHA block | Structure
3 | COc1cc(OC)c(NC(=O)C2CCCN(c3ccc4nnc(C)n4n3)C2)cc1Cl (stereo not drawn)
1 | Cn1nc(C(=O)OCC(=O)c2ccc(OC(F)F)cc2)c2ccccc2c1=O
0 | CC(C)c1nnc(NC(=O)c2nn(-c3cccc(Cl)c3)ccc2=O)s1
8 | Cc1cccc(N2CCN(CC(=O)Nc3nncs3)CC2)c1C
0 | c1ccc(Nc2nc(-c3ccccc3)c(-c3ccccc3)s2)cc1
1 | COC(=O)c1cnc(N2CCCCC2C)c2ccccc12 (stereo not drawn)
-1 | Cc1ccc(S(=O)(=O)Nc2nc3ccccc3nc2Nc2cccc(C(=O)O)c2)c(C)c1
4 | CC(=O)C1=CCN(C)CC1

Remaining list, next part.
LDHA block | Structure
2 | Cc1nc2cc(F)ccc2cc1C(=O)N1CCN(S(=O)(=O)c2ccc(C#N)cc2)CC1
3 | Cn1c(=O)c2c(ncn2CC(=O)Nc2ccc(Cl)cc2)n(C)c1=O
-2 | Cc1cc(C)c(NC(=O)Cn2nnc(-c3nc(-c4ccc(F)cc4)no3)c2N)c(C)c1
-1 | Cc1nc2ccc(C(=O)NCCN(C(C)C)C(C)C)cc2nc1C
